F508del corr – F508del CFTR correction, initial screen, CFBE line, single point | activity (quench increase), % at 7.58 µM | CFBE cells, YFP halide quenching; stimulated with forskolin plus potentiator P3; % fluorescence drop versus neutral controls | 0.36% of 350,000 active;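 active means mean added fluorescence quench of at least 8% versus neutral control, with both replicates also reaching 8%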;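 further: cells transiently co-express mutant CFTR-F508del with the halide-sensitive YFP; corrector assay measuring rescue of mutant channel to the surface after 24 h compound exposure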
Cneo AK release – Cryptococcus neoformans cell lysis inducers, primary screen, AK release luminescence, single concentration | C. neoformans lysis, adenylate kinase release luminescence, 4 h; normalised: neutral wells 0, clomiphene wells 100 | lysis activity, % at 15 µM | 0.2% of 360,000 active | AID 651654, 2012;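 active means mean lysis activity across replicates of at least 80%, whatever share of replicates individually reach that level; inactive means mean lysis activity below 80%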
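Schedule: static 4 h at 37 °C with compound, 1 h detection; system: C. neoformans cells; benchmarks: Clomiphene as positive control; buffer or medium: fresh YPD medium; measure: luminescence rise reflecting yeast cell lysis; measured by: luminescent adenylate kinase detection reagent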
PGC1a acetyl inh – inhibitors of PGC1a acetylation signal, primary screen, cell-based, U2OS, AlphaScreen, inhibitor mode; AlphaScreen anti-acetyl-lysine; with virally co-expressed GCN5 acetyltransferase; inhibition, % at 15.6 µM; 0.17% of 350,000 active; AID 651687, 2012;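 active means every replicate shows inhibition of at least 40%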;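 further: 0% = neutral control wells and 100% = positive control wells; some results beyond the cut were filed as inactive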
FN deposition inh – inhibitors of fibronectin matrix deposition, primary screen, AH1F cells, Alexa488-fibronectin fluorescence, plate reader; 0.086% of 350,000 active; AH1F fibroblasts, overnight; inhibition, % at 12.6 µM; AID 743247, 2014;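 active means mean inhibition across replicates of 30% or more, regardless of how many single replicates reach that level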;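 further: positive control wells lacked labelled fibronectin entirely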
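Assay system: AH1F fibroblast monolayer, labelled fibronectin deposition. Amount: 10000 cells per well. Also added: labelled fibronectin 24 nM. Compound: single-point pinned compound. Incubation: cell attachment 1 h, compound and FN exposure overnight. Detection: fluorescence after three HBSS washes, excitation 485 nm, emission 525 nm. Read-out: inhibition of fibronectin deposition signal.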
miR122 inh – miR-122 Renilla sensor signal increase in Huh7, primary screen, miR-122 inhibitor project, cell-based, single point, plate reader. 0.3% of 340,000 active. Huh7 miR-122 Renilla luciferase sensor, 48 h; neutral wells = 0, positive control = 100. activation (reporter increase), % at 12.5 µM. AID 602342, 2012;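 active means mean replicate activation score at least 90 and every replicate individually at or above 90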;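 further: higher luciferase means less miR-122 activity so hits act as miR-122 inhibitors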
C2C12 statin – suppressors of statin myotoxicity in C2C12 myotubes, primary screen, cell-based, single point, plate reader; C2C12 myotubes + simvastatin, ATP luminescence, 48 h; scaled: DMSO 0, geranylgeraniol control 100; rescue of ATP level, % at 7.49 µM; 0.78% of 330,000 active; AID 602340, 2012;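 active means mean ATP rescue above about 67%, or every replicate alone reaching that limit, limit read from the data, passing the limit was not always enough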;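 further: myotubes were challenged with 10 µM simvastatin during compound exposure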
GSIS activator – GLuc luminescence reporter in INS-1E cells, primary screen for activators of glucose-dependent secretion of insulin; activation, % at 16.6 µM; INS-1E GLuc reporter insulin secretion, 2-3 h; 0.61% of 370,000 active;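 active means lowest replicate activation of at least 40%, so every replicate reaches that level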;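 further: 0% = median of neutral control wells and 100% = median of IBMX positive control wells; some compounds called inactive have numbers as strong as hits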
PglD DTNB – C. jejuni PglD acetyltransferase inhibitors, primary screen, biochemical, DTNB colorimetric, single point; UDP-N-acetylbacillosamine N-acetyltransferase PglD (Campylobacter jejuni); purified PglD enzyme, DTNB colorimetric CoA detection; 0.098% of 360,000 active; inhibition, % at 12.5 µM; in the data active means inhibition above about 16%, passing the limit was not always enough; further: strong numbers were not always called active
* hit, by the source's call; nt = not tested or not shown; & = joins results of further samples; [ ] = dose if it differs, or a comment.

SMILES | F508del corr | Cneo AK release | PGC1a acetyl inh | FN deposition inh | miR122 inh | C2C12 statin | GSIS activator | PglD DTNB
S=c1[nH]nc(-c2ccc3ccccc3n2)n1-c1ccccc1 | nt | 0 | -10 | 9 | -4 | 4 | 5 | 5
C[C@@H]1CN([C@@H](C)CO)C(=O)c2cc(NC(=O)C3CCCCC3)ccc2O[C@@H](C)CCCCO[C@H]1CN(C)Cc1ccc(Cl)c(Cl)c1 | 1.7 | 1 | -3 | nt | -4[16.7 µM] | nt | -10 | 3
Cc1ccc(S(=O)(=O)N(C)C[C@@H]2Oc3ccc(NC(=O)Cn4cnnn4)cc3CC(=O)N([C@@H](C)CO)C[C@H]2C)cc1 | -0.8 | -11 | -6 | nt | -11[16.7 µM] | -11 | 10 | -1
Cc1onc(-c2ccccc2Cl)c1C(=O)O/N=C(\N)c1ccccc1 | -0.1 | -1 | -6 | 9 | 2 | 6 | 13 | 0
CCC(c1nnnn1C1CCCC1)N1CCC(C(N)=O)CC1 (stereo not given) | 0.7 | nt | 1 | 3 | -4 | nt | 11 | nt
Cc1cccc(Oc2coc3cc(O)ccc3c2=O)c1 | -4.3 | -2 | nt | 5 | 0 | 3 | 12 | 6
O=C(NCc1ccccn1)c1cc(S(=O)(=O)N2CCN(c3ccccc3)CC2)ccc1Cl | nt | -2 | -15 | -4 | 2 | 28 | nt | 4
O=C(C[C@H]1CC[C@H]2[C@@H](COC[C@@H](O)CN2S(=O)(=O)c2ccc(Cl)cc2)O1)N[C@@H]1CCN(Cc2ccccc2)C1 | 1.4 | 1 | -3 | -2 | -13[16.7 µM] | -5 | -4 | 0
CN(C)C(=O)c1cccc(-c2ccc([C@H]3[C@@H](C#N)N(C(=O)C4CCC4)[C@@H]3CO)cc2)c1 | -1.9 | -4 | -4 | 3 | nt | 2 | 1 | -1
CCc1sc(C(=O)Nc2cccc(-n3cnnn3)c2)cc1C | 5.0 | -1 | nt | -12 | nt | -9 | 15 | -1
COc1cc(/C=N/NC(=O)c2cccnc2)cc2c1OCO2 | -2.1 | 0 | 4 | 6 | 7 | -2 | 26 | -4
O=C(CN1CCN(c2ccccc2)CC1)Nc1scc2c1c(=O)oc1ccccc12 | -3.2 | 2 | -1 | -1 | -9 | -20 | 31 | 5
O=C(N[C@H]1CC[C@H](CCNS(=O)(=O)c2ccc(F)cc2)O[C@H]1CO)c1cccc(F)c1 | -1.1 | 2 | 3 | nt | nt | -5 | 0 | 0
CNC(=O)C[C@@H]1CC[C@@H]2[C@@H](COc3ccc(NC(=O)Nc4c(C)noc4C)cc3C(=O)N2C)O1 | -2.9 | 0 | 2 | nt | -4[16.7 µM] | 6 | -5 | -1
Cc1nn(CCOc2cccc(Cl)c2)c(C)c1[N+](=O)[O-] | -4.5 | 2 | -11 | -7 | -8 | -2 | -53 | -4
O=C(NCc1ccco1)c1nnc(Cc2ccc(F)cc2)o1 | 2.2 | -3 | 3 | -6 | -1 | -2 | nt | 2
COc1cc(OC)cc(N(C(=O)c2snc(C(N)=O)c2N)C(C(=O)NCC2CCCO2)c2ccc(C)o2)c1 (stereo not given) | -1.2 | -2 | nt | 1 | 0 | 10 | 8 | 0
COC(=O)c1ccc(CC(=O)c2ccc(O)cc2O)o1 | nt | -1 | -3 | 1 | -5 | nt | nt | 0
Cc1ccc2nc(NC(=O)CSCC(=O)OCC(=O)c3ccc(Br)cc3)sc2c1 | nt | -1 | nt | -6 | -2 | nt | 20 | -1
CCC1Cc2[nH]c(=S)[nH]c(=O)c2C(c2ccc(F)cc2)O1 (stereo not given) | -3.1 | 0 | 12 | 0 | -8 | -3 | 1 | 2
CC(=O)Nc1c(-c2ccc(C)cc2)nc2ccc(Cl)cn12 | 3.2 | 1 | -1 | 10 | 1 | -1 | 13 | -1
COc1ccc(CN2C(=O)C(CC(=O)NCCc3ccccn3)CC(C(=O)N(C(C)C)C(C)C)=C2C)cc1 (stereo not given) | -0.2 | -9 | -1 | 1 | 4 | 11 | -1 | 3
COc1cccc(-c2n[nH]c(=S)n2Cc2ccco2)c1 | -1.5 | 3 | 7 | 9 | -5 | -1 | -31 | 0
COc1ccc([N+](=O)[O-])cc1NS(=O)(=O)c1cc(C(=O)O)ccc1OC | -2.1 | -2 | -2 | 2 | 3 | 0 | -12 | -2
C[C@@H]1CN([C@H](C)CO)C(=O)c2cc(NC(=O)c3ccncc3)ccc2O[C@@H]1CN(C)Cc1ccc(Oc2ccccc2)cc1 | 3.6 | 4 | -14 | 1 | 29[16.7 µM] | 8 | -8 | 0
COc1ccc(OCC(=O)N/N=C(/C)Cc2ccccc2)cc1 | 1.8 | nt | 9 | 2 | 5 | 3 | -11 | nt
Cc1ccc(S(=O)(=O)N2CN(Cc3ccco3)c3nc4ccccc4nc32)cc1C | nt | -3 | nt | nt | nt | 13 | -32 | 3
CCCn1nnc(NC(=O)c2ccc(-c3ccccc3)cc2)n1 | -1.0 | -9 | 4 | nt | -5 | -46 | 56 | 6
COc1ccc(OC)c(NC(=O)CS(=O)(=O)Cc2nc(-c3ccccc3C)oc2C)c1 | -4.7 | -2 | nt | -16 | -1 | -8 | nt | -3
NNc1ccc(Cc2ccc(Cl)cc2Cl)nn1 | -0.3 | nt | 4 | -2 | nt | nt | -1 | nt
COc1ccccc1-n1c(SCC(=O)Nc2ccc(NC(C)=O)cc2)nc2c([nH]c3ccccc32)c1=O | 0.7 | -2 | nt | -16 | nt | -4 | 11 | 1
O=C(Nc1ccccc1C(=O)N1CCOCC1)c1ccco1 | nt | 1 | -1 | nt | -3 | nt | nt | 1
Cc1ccnc(NC(=O)c2ccc(Cl)c(NC(=O)c3ccccc3C)c2)c1 | nt | -2 | -3 | nt | -5 | -2 | nt | -6
C[C@H](CO)N1C[C@H](C)[C@H](CN(C)S(=O)(=O)c2ccccc2)OCCCC[C@H](C)Oc2ccc(NC(=O)c3ccccc3)cc2C1=O | 0.6 | -2 | -1 | 1 | -1[16.7 µM] | nt | -21 | -1
CC(C)C#Cc1ccc2c(c1)O[C@@H](CN(C)Cc1ccncc1)[C@@H](C)CN([C@H](C)CO)S2(=O)=O | 4.0 | -5 | -9 | nt | 3[16.7 µM] | 1 | -11 | 2
CC(=O)Nc1ccc(SC[C@H](Cc2ccccc2)N2CC[C@@H](C)CCC2=O)cc1 | 2.1 | 0 | 11 | 13 | 43 | 4 | -16 | -6
COc1cccc(-c2cc(C(=O)N3CCCCC3C)no2)c1 (stereo not given) | nt | -2 | -13 | -9 | 10 | -6 | 6 | -7
CC(C)CCNC(=O)CCS(=O)(=O)c1cccc2nonc12 | nt | 0 | 1 | -1 | -12 | 3 | nt | 7
Cc1cccc(NC(=S)NC(=O)c2oc3ccccc3c2C)n1 | -2.1 | -5 | 6 | 2 | 1 | -24 | 33 | 9
Cc1noc(C)c1S(=O)(=O)Nc1ccc2c(c1)CC(=O)N([C@@H](C)CO)C[C@@H](C)[C@@H](CN(C)Cc1ccc(-c3ccccc3)cc1)O2 | 0.3 | nt | 4 | nt | 11[16.7 µM] | 56 | -21 | nt
O=S(=O)(c1ccccc1)N1[C@@H]2CNc3ccccc3[C@@H]2[C@@H]1CO | 0.7 | 49 | -1 | 4 | -7[16.7 µM] | -10 | -3 | 2
Oc1ccc(-c2onc3ccc(Cl)cc23)cc1 | nt | -1 | -7 | nt | 2 | 108* | nt | 4
O=C(N[C@H]1CC[C@H](CCn2cc(C3CCCC3)nn2)O[C@@H]1CO)c1cccnc1 | -2.6 | nt | -5 | -3 | nt | nt | 10 | nt
CCOC(=O)C1CCCN(Cc2nc(N)nc(Nc3ccc(Cl)cc3)n2)C1 (stereo not given) | nt | -1 | 1 | nt | 0 | -3 | -15 | 6
CC(=O)c1cc(C)c(OC(=O)c2ccccc2)c(C)c1 | -2.1 | -2 | -7 | 20 | -5 | 2 | nt | -4
CN(C)C(=O)c1ccc(-c2ccc([C@@H]3[C@@H](C#N)N(C(=O)C4CCC4)[C@H]3CO)cc2)cc1 | -2.6 | -6 | 4 | 2 | nt | -13 | 8 | 5
Cc1ccc(S(=O)(=O)N2CCC(C(=O)N3CCC[C@H]3C(=O)NC3CCS(=O)(=O)C3)CC2)cc1 (stereo not given in full) | nt | 0 | -5 | 8 | 0 | 4 | nt | -4
CC(C)(C)C(O)CN1CCCC1 (stereo not given) | 1.5 | 0 | 12 | 4 | -10 | -4 | -14 | 5
CSc1nc(C)c(CCOCc2ccc(F)cc2)c(=O)[nH]1 | 1.8 | nt | 0 | -4 | -5 | nt | 30 | nt
O=C(NCCc1cccnc1)C1CCC(=O)N(CCc2cccc(F)c2)C1 (stereo not given) | -1.1 | 4 | nt | -7 | -1 | 1 | nt | 7

Filtered by structure, those above with a cyano group
SMILES | F508del corr | Cneo AK release | PGC1a acetyl inh | FN deposition inh | miR122 inh | C2C12 statin | GSIS activator | PglD DTNB
CN(C)C(=O)c1cccc(-c2ccc([C@H]3[C@@H](C#N)N(C(=O)C4CCC4)[C@@H]3CO)cc2)c1 | -1.9 | -4 | -4 | 3 | nt | 2 | 1 | -1
CN(C)C(=O)c1ccc(-c2ccc([C@@H]3[C@@H](C#N)N(C(=O)C4CCC4)[C@H]3CO)cc2)cc1 | -2.6 | -6 | 4 | 2 | nt | -13 | 8 | 5

(cont.)
SMILES | F508del corr | Cneo AK release | PGC1a acetyl inh | FN deposition inh | miR122 inh | C2C12 statin | GSIS activator | PglD DTNB
C[C@H](CO)N1C[C@H](C)[C@@H](CN(C)C(=O)Nc2cccc(Cl)c2Cl)OCc2ccccc2-c2ccccc2C1=O | 2.1 | nt | -30 | -28 | nt | nt | -2 | nt
C[C@H](CO)N1C[C@H](C)[C@H](CN(C)S(=O)(=O)c2cccc(F)c2)Oc2ncc(Br)cc2C1=O | -0.5&0.6 | -2&-1 | -16&-5 | 0 | -2&17[16.7 µM] | 3&11 | 0 | 4&1
O=C(Cn1nnc(-c2cccs2)n1)OC1CCCCC1 | nt | -2 | 9 | 2 | 5 | -3 | nt | 1
COc1ccc(N2CCN(Cc3nc4c(c(=O)[nH]c(=O)n4C)n3CC(C)=O)CC2)cc1 | 1.0 | 0 | 9 | 5 | -10 | -4 | 2 | 3
CC(=O)NC[C@@H]1[C@@H](c2ccccc2)[C@H](CO)N1C(=O)Cc1ccncc1 | 1.7 | -3 | -2 | 4 | -7[16.7 µM] | 1 | 2 | 2
O=C(CCNS(=O)(=O)c1ccccc1C(F)(F)F)NC1CCCCCC1 | 0.4 | 1 | -6 | 11 | 3 | -18 | 4 | 3
O=C1NN(c2ccc(Br)cc2)C(=O)/C1=C\c1ccc(O)cc1O | -1.3 | 5 | -2 | 3 | 1 | 0 | -13 | -9
CCOc1ccc(NS(=O)(=O)c2cc3c4c(c2)CCN4C(=O)CC3)cc1 | -0.4 | 1 | nt | -1 | nt | -1 | -12 | 3
Cc1cccc(NC(=O)CN2CCN(C(=O)c3c(C)nn(Cc4ccccc4)c3C)CC2)c1C | -3.2 | -2 | 5 | 0 | -9 | -3 | nt | 2
C=CCn1c(C(C)NC(=O)c2ccccc2)n[nH]c1=S (stereo not given) | nt | 0 | -1 | nt | 5 | 20 | nt | 0
CN(CCOc1ccc(Cl)cc1)C(=O)C1=CC=CN2CCS(=O)(=O)N=C12 | -0.6 | -1 | nt | 5 | nt | 9 | 3 | -1
